Source: PubChem (National Center for Advancing Translational Sciences (NCATS))
Mito fusion act: qHTS Assay for Small Molecule Inhibitors of Mitochondrial Division or Activators of Mitochondrial Fusion; S. cerevisiae fusion-defective mutant growth rescue, CellTiterGlo 48 h; Potency, µM (top dose mostly 46.1 µM), for the others: top-dose growth rescue (activation), most hits filed as activators; hit rate 0.23% among 320,000;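 further: potency means the concentration at half of the fitted maximal effect; % of control where 0% means no effect; nearly all actives have a fitted effect of over 45% in size; temperature-sensitive fusion mutants such as fzo1-1 at 37 °C on non-fermentable ethanol glycerol medium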
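Temperature-sensitive fusion-defective S. cerevisiae (e.g. fzo1-1, mgm1-5) were grown with compound in YPEG medium (3% ethanol, 3% glycerol) for 48 hours at 37C. Growth rescue was measured as viability by CellTiterGlo luminescence after 10 minutes at ambient.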
a7 integrin act: qHTS for Activators of Integrin-Mediated Alleviation for Muscular Dystrophy; hit rate 0.064% among 350,000; Potency, µM (highest dose often 38.3 µM), for the others: at the highest dose activation, usual class: activators; AID 624291, 2012; alpha7betagal myoblasts, beta-gal FDG fluorescence, 48 h;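 further: potency means the concentration at half of the fitted maximal effect; 100% = response of the positive control SU9516; nearly all actives have a fitted effect of over 60% in size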
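Alpha7betagal+/- myoblasts (passage 13) were plated 16-24 hr, then exposed to compounds (1:260 dilution of DMSO stock) for 48 hours at 37C. After MPER lysis, β-galactosidase reporter activity was read as FDG fluorescence (ex 480/em 540) after 30 minutes.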
A-T KAP1 phos: qHTS Assay for Identifying a Potential Treatment of Ataxia-Telangiectasia | […] A-T fibroblasts, KAP-1 phosphorylation AlphaLISA; neocarzinostatin DNA damage 30 min before lysis | Potency, µM (highest dose often 57.5 µM), for the others: at the top dose activation, usual class: activators | hit rate 0.19% among 320,000; further: potency means the concentration at half of the fitted maximal effect; % of control where 0% means no effect; nearly all actives have a fitted effect of over 45% in size
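ATM-like activity read as KAP-1 phosphorylation via AlphaLISA donor/acceptor antibody pairs after lysis and 6 hr at 25C. Cells were ATM-null patient fibroblasts ([…], hTERT), dosed 60 min, then exposed to the DSB inducer NCS for 30 min.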
TCR activator: Activators of T cell receptors: qHTS campaign; Potency, µM (doses to about 9.22 µM), without a hit: at the highest dose activation of IL-2 secretion, most hits filed as activators; 330,000 tested, under 10 active; primary human leukocytes, anti-CD3, IL-2 HTRF, 48 h; further: % of control where 0% means no effect
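Using a-CD3 beads without co-stimulation, primary human leukocytes were exposed to compounds for 48 hr. An HTRF IL-2 kit measured the cytokine, with europium-to-d2 energy transfer producing emission at 665nm upon 320nm excitation.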
PTAP TSG101 blk: qHTS Assay for Iinhibitors of HIV-1 Budding by Blocking the Interaction of PTAP/TSG101. Tumor susceptibility gene 101 protein (Homo sapiens), Q99816. Fluorescence polarization, FITC-PTAP peptide / Tsg101 binding. Potency, µM (doses to about 115 µM), inactives show at the top dose activity change, negative = inhibition, actives largely listed as inhibitors. 340,000 tested, under 10 active. AID 493005, 2010; active means well fitted inhibition curve with a large enough effect in the main read-out, with a control signal flat, not every such curve was filed as active; inconclusive means small, poorly fitted or top-dose-only effect, or effect the other way, or a change in a side signal; inactive means no such curve, though single readings can be large or run the other way; further: potency means the concentration at half of the fitted maximal effect; % of control where 0% means no effect
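FP read-out: FITC-PTAP peptide, 50 nM final, binding Tsg101 binding domain, 10 uM final; 20 min, r.t.; 10 mM HEPES pH 7.5, 0.15 M NaCl, 0.01% Tween 20, 3 mM EDTA, 0.1 mM TCEP.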
MLL CXXC-DNA inh: qHTS Fluorescence Polarization Assay for Inhibitors of MLL CXXC domain - DNA interaction | AID 2662, 2010 | hit rate 0.037% among 290,000 | Potency, µM (top dose mostly 115 µM), for inactives: top-dose activity change, negative = inhibition, hits mostly inhibitors | MLL-CXXC / FITC-HOXA9 DNA fluorescence polarization; active means well fitted inhibition curve with a large enough effect in the polarisation, with a control signal flat, not every such curve was filed as active; inconclusive means small, poorly fitted or top-dose-only effect, or effect the other way, or a change in a side signal; inactive means no such curve, though single readings can be large or run the other way; the % refers to the polarisation; further: potency means the concentration at half of the fitted maximal effect
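Steps: dispense CXXC domain solution (7 uM) → pin compounds or unlabeled HOX-A9 DNA control → 5 min ambient → add FLSN-HOX-A9 solution (50 nM) → spin → 30 min ambient → fluorescence polarization. Tris pH 7.5/NaCl/DTT/BSA buffer.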
TSHR antag: Antagonists of the Thyroid Stimulating Hormone Receptor: HTS campaign | Thyrotropin receptor (Homo sapiens), P16473 | TSHR-expressing cells, TSH-stimulated cAMP HTRF, 2 h; hits give low values | activity change, negative = inhibition, % at 11.5 µM | hit rate 0.2% among 330,000 | AID 504810, 2011;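 active means activity change below a set negative limit, meaning inhibition stronger than a set level, cut at about -70% in these data; inconclusive means activity change between two set negative limits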; further: on the % scale 0 is the no-effect control and ±100 the full control effect
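Cell-based HTRF cAMP assay; TSHR cells + compound, TSH EC80 (4nM final), 2 h, 37 deg C. Lysis with anti-cAMP cryptate and cAMP-d2, 30 min RT, read 665/620 nm.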
MBNL1-CUG inh: qHTS Assay for Inhibitors of MBNL1-poly(CUG) RNA binding; Muscleblind-like protein 1 (Homo sapiens), Q9NR56; TR-FRET MBNL1-His/biotin-(CUG)12 binding, 665/545 ratio; Potency, µM (titrated, usually from 57.5 µM), without a hit: at the top dose activity change, negative = inhibition, hits mostly inhibitors; hit rate 0.036% among 280,000; AID 2675, 2010; active means well fitted inhibition curve with a large enough effect in the signal ratio, with a control signal flat, not every such curve was filed as active; inconclusive means small, poorly fitted or top-dose-only effect, or effect the other way, or a change in a side signal; inactive means no such curve, though single readings can be large or run the other way; the % refers to the signal ratio; further: potency means the concentration at half of the fitted maximal effect; on the % scale 0 is the no-effect control and ±100 the full control effect
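TR-FRET between His-tagged MBNL1 and biotin-(CUG)12 RNA, detected with Tb anti-His antibody (0.055 ng/ul) and streptavidin-XL665 (5 nM), 60 min at room temperature. Compounds titrated 92 nM to 58 uM; 665/545 nm ratio normalized to buffer and complex controls.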
ASM inhibitor: Inhibitors of Secretory Acid Sphingomyelinase (S-ASM): qHTS; Sphingomyelin phosphodiesterase (Homo sapiens), P17405; placental ASM, HMU-PC fluorogenic substrate, 60 min; Potency, µM (series often up to 57.5 µM), inactives show at the highest dose activity change, negative = inhibition, actives largely listed as inhibitors; hit rate 0.006% among 340,000; further: potency means the concentration at half of the fitted maximal effect
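qHTS format. ASM enzyme prepared from human placenta hydrolyses the fluorogenic substrate HMU-PC0 (9 uM final) over 60 min at 37 °C after a 10 min compound preincubation.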
Menin-MLL TR inh: qHTS Assay for Inhibitors Targeting the Menin-MLL Interaction in MLL Related Leukemias: Competition With Texas Red Labeled MLL-derived Mutant Peptide. O00255. Menin + Texas Red MLL mutant peptide, fluorescence polarization. Potency, µM (top dose mostly 61.6 µM), for inactives: at the highest dose FP activity change, negative = inhibition, usual class: inhibitors. hit rate 0.23% among 270,000; active means well fitted inhibition curve with a large enough effect in the polarisation, with a control signal flat, not every such curve was filed as active; inconclusive means small, poorly fitted or top-dose-only effect, or effect the other way, or a change in a side signal; inactive means no such curve, though single readings can be large or run the other way; the % refers to the polarisation; further: potency means the concentration at half of the fitted maximal effect; % of control where 0% means no effect; many of its hits are not listed in these tables
Active calls of the source: *; ? = inconclusive; . = not tested or not shown; [ ] = another dose, or the depositor's remark. Unless noted, the call rests on the fitted dose curve; in most records, active means well fitted curve in the direction sought with a large enough effect; inconclusive means small, poorly fitted or top-dose-only effect, or another doubt; inactive means no such curve, though single readings can be large; an effect the other way counts as inactive or inconclusive. A portion of the library (hit frequency here may not be typical).

| mol | Mito fusion act | a7 integrin act | A-T KAP1 phos | TCR activator | PTAP TSG101 blk | MLL CXXC-DNA inh | TSHR antag | MBNL1-CUG inh | ASM inhibitor | Menin-MLL TR inh |
| --- | --- | --- | --- | --- | --- | --- | --- | --- | --- | --- |
| Nc1ccc(S(=O)(=O)N2CCCC2C(=O)O)cc1 (configuration not stated) | -4% | ? | ? | 0% | -4% | -5% | 4 | -1% | 5% | . |
| O=C(Cc1ccc(Cl)cc1)Nc1cccnc1 | 1% | 33% | 6% | 1% | -4% | -1% | 5 | -5% | 11% | 8% |
| CC(=O)Nc1ccc(NC(=O)c2cc(-n3cnnc3)ccc2Cl)cc1 | -4% | -19% | 3% | -4% | -2% | ? | -3 | -6% | -1% | -4% |
| O=C(NC1CCCCC1)C(c1ccco1)N(Cc1cccnc1)C(=O)C1COc2ccccc2O1 (configuration not stated) | 1% | 24% | 3% | -3% | -1% | -7% | -12 | 1% | -1% | 0% |
| COc1ccc(C2C(C(C)=O)=C(O)C(=O)N2C)c(OC)c1 (configuration not stated) | -2% | 7% | 1% | 3% | 0% | 0% | -4 | 0% | 2% | 1% |
| CCO[C@@H]1OC(C(=O)N2CCN(Cc3ccccc3)CC2)=C[C@H](c2coc3ccccc3c2=O)[C@H]1CCCO | -3% | 10% | -5% | 0% | -14% | -17% | -3 | -4% | -1% | ? |
| Cc1cc(=O)n2nc(N3CCCC(C(=O)NCc4cccc(Cl)c4)C3)sc2n1 (configuration not stated) | 0% | ? | -4% | 3% | -2% | 5% | -6 | -1% | -3% | . |
| O=C(c1ccc(NS(=O)(=O)c2ccc(F)cc2)cc1)N1CCOCC1 | -5% | 1% | 3% | 3% | 0% | . | 6 | . | 2% | . |
| Cc1cc(N)ccc1NC(=O)c1ccccc1 | -1% | 15% | 6% | -3% | -2% | 3% | 34 | 0% | 3% | -8% |
| CCc1nn2c(=O)cc(COC(=O)c3cc(Cl)c(OC)c(OC)c3)nc2s1 | -1% | -33% | 7% | . | -5% | . | 1 | . | -1% | . |
| O=C(N/N=C/c1ccccc1)c1ccc(NC(=O)c2ccc(F)cc2)cc1 | -4% | 14% | -3% | -2% | 0% | 2% | 15 | 1% | 10% | 26% |
| CCOC(=O)c1ccccc1NC(=O)c1cccc(F)c1 | 8% | -11% | -2% | -4% | 0% | 7% | 0 | 0% | 0% | -9% |
| O=C1OC[C@@H]2CCCN2C(=O)[C@H](CC(=O)N(CCO)Cc2ccccc2)C/C=C\CC[C@H]1Cc1ccc(F)cc1 | . | -23% | 0% | -6% | -2% | . | -9 | . | 1% | . |
| Cn1c(=O)[nH]c(=O)c2c1nc1n2CCCN1CCc1ccccc1 | 2% | -4% | -2% | -6% | 0% | 5% | -8 | -13% | -5% | 0% |
| Cc1nn(CC(=O)NC(C)C)c(C)c1[N+](=O)[O-] | 2% | -10% | 0% | 1% | -6% | 2% | 1 | 3% | 5% | 8% |
| O=C(COC(=O)COc1ccc(Cl)cc1)NC1CC1 | 2% | 0% | -1% | -4% | -7% | . | 2 | . | 4% | . |
| CC1CCCN(CC(O)COCC2COc3ccccc3O2)C1 (configuration not stated) | -1% | -1% | 7% | 7% | -1% | 3% | 61 | -3% | 3% | ? |
| COc1ccc2nc(SCC(=O)Nc3cc(C)on3)[nH]c2c1 | 0% | 4% | -4% | 0% | -10% | 0% | 1 | -8% | -2% | 0% |
| CCOc1cccc(-c2nc(C(N)=O)c3[nH]c(=O)n(-c4cccc(Cl)c4)c3n2)c1O | -2% | 2% | 7% | 0%[46.1 µM] | -4% | -5% | 0 | 2% | 1% | 2% |
| C/C(=N\Nc1c(Cl)c(Cl)nc(C(=O)O)c1Cl)c1ccc(O)cc1 | 3% | ? | 4% | 0% | -7% | -2% | -25 | -3% | 1% | -18% |
| CCC(C)N(C(=O)CSc1nnc(COc2ccccc2F)n1N)C1CCS(=O)(=O)C1 (configuration not stated) | 0% | 1% | 1% | -6% | 0% | . | 1 | . | 2% | . |
| S=C(Nc1ccccc1Cl)NC1CC2CCCC(C1)N2C1CC1 (configuration not stated) | -2% | -21% | 0% | 2% | 1% | -6% | 4 | -2% | 0% | -15% |
| NS(=O)(=O)c1cnccc1Oc1cccc(Cl)c1 | . | 0% | . | 2% | 0% | . | . | . | 9% | . |
| Cc1cccc(C)c1NC(=O)COC(=O)c1c2c(nc3ccccc13)/C(=C\c1ccc3c(c1)OCO3)CCC2 | 1% | ? | 6% | 1% | -1% | 16% | -7 | . | 135%[activator] | -9% |
| CN(c1nnc(N)s1)C1CCCCC1 | -2% | -24% | 18% | 0% | -6% | -4% | 13 | ? | 3% | 13% |
| CC(C)c1nc(C(N)=O)c2[nH]c(=O)n(-c3ccc(F)cc3)c2n1 | 1% | -2% | -2% | -1% | 0% | 0% | -11 | -5% | 180%[activator] | 0% |
| COC(=O)COc1c(/C=C\c2nc(O)c([N+](=O)[O-])c(=O)[nH]2)cccc1OC | 0% | -3% | 8% | . | -2% | ? | 2 | 4% | -5% | 26% |
| CCC(Cc1ccccc1)NC(=O)c1ccc2nc(N3CCOCC3)sc2c1 (configuration not stated) | -2% | -1% | 1% | 10% | -1% | -6% | -2 | 5% | -3% | 1% |
| COc1ccc(S(=O)(=O)N2CCN(S(=O)(=O)c3ccc(C(F)(F)F)cc3)CC2)cc1C | 0% | 12% | -3% | -8% | 0% | 1% | 5 | 1% | 8% | 2% |
| Cc1cc(C)c(S(=O)(=O)N2CCCC(C(=O)NCc3ccncc3)C2)c(C)c1 (configuration not stated) | 0% | 1% | 12% | 2% | -3% | 29% | -1 | 2% | 3% | . |
| Cc1oc(C(=O)O)cc1CSCc1cc(C(=O)O)c(C)o1 | 9% | -4% | 10% | 2% | -3% | -10% | 26 | -5% | 4% | ? |
| CCc1noc(C)c1C(=O)Oc1ccc(N(C)S(=O)(=O)c2ccccc2)cc1 | -9% | -17% | 22% | 2% | -1% | . | -12 | . | -1% | . |
| N#CCCN1CCN(S(=O)(=O)c2ccc3c(c2)OCCCO3)CC1 | -4% | -10% | -4% | 0% | -2% | 17% | 15 | 2% | 2% | 3% |
| O=C(c1ccccc1)N(CCN1CCOCC1)C1(C(=O)Nc2ccccc2)CCCCC1 | 0% | 0% | 8% | -10% | -4% | -5% | 5 | -6% | 3% | -19% |
| Cn1c(C(=O)N2CCOCC2)cnc1Sc1ncc(C(F)(F)F)cc1Cl | 0% | 5% | . | 0% | -2% | -5% | 1 | -1% | 2% | 2% |
| Cc1ccc(C)c(N2CCN(C(=S)Nc3ccc4nc(N5CCOCC5)cc(C)c4c3)CC2)c1 | -7% | 15% | -2% | 6% | -1% | 10% | -1 | 11% | 162%[activator] | -1% |
| CCCCNS(=O)(=O)c1ccc(NC(=O)c2cccs2)cc1 | -5% | -19% | -4% | -3% | -1% | 1% | 24 | -4% | -1% | 12% |
| CC(C)NC(=O)COC(=O)c1cc(=O)[nH]c2ccccc12 | -2% | 3% | 24% | 3% | -7% | 0% | . | ? | 16% | -13% |

Pulled by structure from the list above, two records:
| mol | Mito fusion act | a7 integrin act | A-T KAP1 phos | TCR activator | PTAP TSG101 blk | MLL CXXC-DNA inh | TSHR antag | MBNL1-CUG inh | ASM inhibitor | Menin-MLL TR inh |
| --- | --- | --- | --- | --- | --- | --- | --- | --- | --- | --- |
| Cc1oc(C(=O)O)cc1CSCc1cc(C(=O)O)c(C)o1 | 9% | -4% | 10% | 2% | -3% | -10% | 26 | -5% | 4% | ? |
| N#CCCN1CCN(S(=O)(=O)c2ccc3c(c2)OCCCO3)CC1 | -4% | -10% | -4% | 0% | -2% | 17% | 15 | 2% | 2% | 3% |
